ALOX12 inhib: 12-hLO (ALOX12) enzyme inhibition. P18054. purified 12-hLO, xylenol orange hydroperoxide absorbance. Potency, µM (highest dose often 57.1 µM), for the others: at the top dose activity change, negative = inhibition, usual class: inhibitors. actives 0.12% (n = 150,000); also: potency is read from the fitted curve at half-maximal effect; nearly all actives have a fitted effect of over 55% in size; many of its hits are not listed in these tables
Target sequence (P18054 whole entry, looked up): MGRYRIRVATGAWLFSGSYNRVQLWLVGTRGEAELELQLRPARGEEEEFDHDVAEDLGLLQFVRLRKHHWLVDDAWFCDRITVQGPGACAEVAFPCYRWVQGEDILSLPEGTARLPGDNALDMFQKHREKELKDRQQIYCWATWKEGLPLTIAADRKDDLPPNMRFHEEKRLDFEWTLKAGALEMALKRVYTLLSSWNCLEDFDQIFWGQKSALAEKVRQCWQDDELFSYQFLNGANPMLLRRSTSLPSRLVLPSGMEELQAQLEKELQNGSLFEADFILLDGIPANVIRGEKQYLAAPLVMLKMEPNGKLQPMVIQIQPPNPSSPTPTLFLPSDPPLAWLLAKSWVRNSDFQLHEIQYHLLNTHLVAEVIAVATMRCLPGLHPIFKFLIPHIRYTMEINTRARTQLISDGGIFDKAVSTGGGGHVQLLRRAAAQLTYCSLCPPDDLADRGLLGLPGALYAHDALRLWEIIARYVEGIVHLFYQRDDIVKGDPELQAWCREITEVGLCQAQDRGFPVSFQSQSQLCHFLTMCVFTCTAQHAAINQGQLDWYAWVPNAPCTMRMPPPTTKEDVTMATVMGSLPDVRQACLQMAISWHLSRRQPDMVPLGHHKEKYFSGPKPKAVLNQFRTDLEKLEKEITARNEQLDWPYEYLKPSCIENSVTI
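Lipoxygenase turnover measured by absorbance at 573 and 405 nm after Fe-XO development. Human 12hLO 150 nM, arachidonate 40 uM, pH 7.0 Hepes buffer with detergent; 15 min compound preincubation, 30 min reaction.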
IMPase inh: IMPase inhibition in cells | P97697 | CHO-M1 cells, IP1 accumulation, HTRF TR-FRET ratio | inhibition (IP1 accumulation), % at 46.1 µM | 120,000 tested, under 10 active | AID 901; active = well fitted curve in the direction sought with a large enough effect in the signal ratio, not every such curve was filed as active; inconclusive = small, poorly fitted or top-dose-only effect, or a change in a side signal; inactive = no such curve, though single readings can be large or run the other way; the % refers to the signal ratio;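 also: cells stimulated with carbachol in lithium chloride buffer; plate controls were DMSO basal wells for no effect and reference inhibitor wells for full effect; higher means more IMPase inhibition seen as more IP1 and lower FRET ratio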
Target sequence (P97697 whole entry, looked up): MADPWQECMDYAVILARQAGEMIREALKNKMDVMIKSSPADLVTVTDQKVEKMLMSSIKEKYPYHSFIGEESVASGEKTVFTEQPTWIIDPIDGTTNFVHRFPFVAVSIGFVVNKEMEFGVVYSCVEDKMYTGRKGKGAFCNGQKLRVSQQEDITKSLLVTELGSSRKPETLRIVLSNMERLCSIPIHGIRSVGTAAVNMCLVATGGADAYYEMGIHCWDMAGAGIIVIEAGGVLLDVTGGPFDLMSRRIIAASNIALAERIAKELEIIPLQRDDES
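Elevated IP1 in lysates lowers TR-FRET signal (665/620 ratio and 620 channel reported). Cells were CHO-M1, given carbachol (50 uM as added) plus 50mM LiCl, pH 7.4, 30 min, 37C; compounds titrated up to 46 uM; AC50 by Hill equation.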
ALOX15B inhib: 15-hLO-2 (ALOX15B) enzyme inhibition. purified 15hLO-2, xylenol orange hydroperoxide absorbance. actives 0.56% (n = 110,000). Potency, µM (highest dose often 57.1 µM), without a hit: at the top dose activity change, negative = inhibition, usual class: inhibitors; also: potency is read from the fitted curve at half-maximal effect; nearly all actives have a fitted effect of over 60% in size; many of its hits are not listed in these tables
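Screening format was qHTS against 50 nM purified 15hLO-2 in Hepes pH 7.5 with detergent. Activity follows hydroperoxide formation from 45 uM arachidonic acid, measured as 573:405 nm absorbance ratio of the ferric-xylenol orange complex.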
PNC assembly inh: inhibitors of perinucleolar compartment assembly. PC3M PTB-GFP, PNC prevalence imaging, 16 h; active compounds read low. activity change (PNC), negative = inhibition, % at 10 µM. actives 3.1% (n = 140,000). AID 2417;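 active = readout at or below -70, meaning at least 70% loss of cells showing the perinucleolar compartment, a nuclear body marking cancer cells; inconclusive = readout between -30 and a set limit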;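 also: plate controls were DMSO wells for no effect and camptothecin positive control wells for full effect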
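PC3M cells stably expressing PTB-GFP, 750–1000 cells/well, treated 16 h at 37 °C with compound (23 nl of library stock), in duplicate. After paraformaldehyde fixation and Hoechst stain, imaged at 20x; PNC prevalence scored by image analysis.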
* marks the source's active call; other numbers are inactive results; ? = inconclusive; . = not tested or not shown; [ ] = remark or other dose. Unless noted, calls follow the shape of the dose curve; as a rule, active = well fitted curve in the direction sought with a large enough effect; inconclusive = small, poorly fitted or top-dose-only effect, or another doubt; inactive = no such curve, though single readings can be large; an effect the other way counts as inactive or inconclusive. Unless noted, % is scaled to controls: 0 for no effect and ±100 for the full control effect.

Letters: A = ALOX12 inhib; B = IMPase inh; C = ALOX15B inhib; D = PNC assembly inh
#1 CCCCCCCCNC(=O)CC(NS(=O)(=O)c1ccc(NC(C)=O)cc1)C(C)C (stereo not drawn)
  A: -1.9%	B: .	C: .	D: ?

#2 CC(C)C(NC(=O)CC12CC3CC(CC(C3)C1)C2)C(=O)O (stereo not drawn)
  A: 0.9%	B: -4.1	C: 6.6%	D: ?

#3 CCN(C(=S)Nc1ccccc1F)C1CCCCC1
  A: 8.7%	B: -4.6	C: -14.8%	D: -12.0

#4 C(=N\Nc1nc2ccccc2[nH]1)/c1c[nH]c2ccccc12
  A: -4.2%	B: .	C: .	D: 11.5

#5 COc1ccc(-c2nnc(SC(C)C(=O)NCc3ccc4c(c3)OCO4)n2Cc2ccco2)cc1 (stereo not drawn)
  A: -7.0%	B: 5.4	C: -11.3%	D: -2.4

#6 CC(C)CC(NC(=O)OC(C)(C)C)C(=O)NCc1ccccc1 (stereo not drawn)
  A: -5.7%	B: 13.5	C: -13.6%	D: 26.1

#7 Nn1c(SCC(=O)NC2CCCC2)nnc1-c1ccccc1F
  A: -5.0%	B: 8.2	C: -1.0%	D: ?

#8 O=C(OCCN1CCCCC1)c1ccccc1Cl
  A: 0.4%	B: -3.6	C: 20.4%	D: -10.6

#9 O=C(Cn1cnc2ccccc2c1=O)NCCC(=O)N1CCN(Cc2ccccc2)CC1
  A: 2.1%	B: 0.3	C: -6.4%	D: -15.7

#10 O=C(Nc1ccc(Cn2cccn2)cc1)c1ccc(COc2ccccc2Br)cc1
  A: -3.8%	B: 6.4	C: 6.5%	D: -21.8

#11 CCOc1ccc(Oc2cc(NC(=O)c3ccco3)cc([N+](=O)[O-])c2)cc1
  A: -1.4%	B: 9.0	C: 19.4%	D: 47.7

#12 CC(C)(C)c1ccc(/C=C2\SC(=O)N(CCNC(=O)c3cccc(S(=O)(=O)N4CCOCC4)c3)C2=O)cc1
  A: 2.2%	B: -3.7	C: .	D: 14.1

#13 Cc1ccc(S(=O)(=O)NCCN(CCNS(=O)(=O)c2ccc(C)cc2)S(C)(=O)=O)cc1
  A: -0.6%	B: -0.1	C: -2.9%	D: -2.5

#14 CCCCCCOc1ccc(N2C(=O)CC(N3CCN(C(=O)c4ccco4)CC3)C2=O)cc1 (stereo not drawn)
  A: 0.5%	B: 6.4	C: -7.6%	D: ?

#15 COC(=O)N/N=C(\C)c1ccc(C)c([N+](=O)[O-])c1
  A: -3.0%	B: -10.2	C: .	D: -8.4

#16 COc1cc(/C=N\n2cnnc2)ccc1OCC(=O)Nc1ccc(C)cc1
  A: -6.5%	B: 9.6	C: -7.9%	D: -0.2

#17 C=CCOc1cccc(/C=N/NC(=O)CN(c2cc(Cl)ccc2OC)S(=O)(=O)c2ccc(C)c([N+](=O)[O-])c2)c1
  A: 4.4%	B: .	C: .	D: ?

#18 COc1cc(C2NC(=S)NC(c3ccccc3)=C2C(C)=O)cc(Cl)c1OCC(=O)O (stereo not drawn)
  A: -4.7%	B: 5.2	C: -21.6%	D: 91.6

#19 N#Cc1cnn(-c2ncnc3sc4c(c23)CCCC4)c1N
  A: -1.5%	B: 1.8	C: -7.5%	D: 45.8

#20 Cc1ccc(C(=O)NNC(=O)c2cccc(S(=O)(=O)N3CCN(c4ccccc4)CC3)c2)cc1
  A: -4.1%	B: .	C: .	D: ?

#21 Cc1cccc(C(=O)N2CCC(Cc3ccccc3)CC2)c1[N+](=O)[O-]
  A: -3.6%	B: .	C: .	D: 73.0

#22 CCOc1ccc(N(CC(=O)N2CC=C(c3ccccc3)CC2)S(=O)(=O)c2c(C)noc2C)cc1
  A: -13.0%	B: 15.7	C: 2.2%	D: -29.9

#23 CC(Oc1ccccc1Cl)c1nnc(N)s1 (stereo not drawn)
  A: 3.8%	B: 2.8	C: 10.0%	D: -116.6*

#24 O=C(NCc1cccnc1)C1CC2c3ccccc3C1c1ccccc12 (stereo not drawn)
  A: -2.1%	B: 2.9	C: -4.2%	D: 26.8

#25 Fc1ccc(-c2ccnc3nc(-n4cccc4)nn23)cc1
  A: -5.7%	B: 3.8	C: 2.4%	D: -5.3

#26 c1ccc2c(c1)NC1(CCCCC1)n1c-2nc2ccccc21
  A: 10.2%	B: -2.7	C: 7.5%	D: ?

#27 CC(C)(C)N(NC(=O)Nc1ccc(Cl)c(Cl)c1)C(=O)c1ccccc1
  A: 0.4%	B: 9.2	C: 3.5%	D: ?

#28 CCN(CC)S(=O)(=O)c1ccc(C(=O)NCCc2cc3c(OC)ccc(OC)c3[nH]c2=O)cc1
  A: -4.3%	B: 3.8	C: 12.0%	D: ?

#29 COc1ccc(S(=O)(=O)N(C)C)cc1NS(=O)(=O)c1ccc(F)c(F)c1F
  A: -4.7%	B: .	C: .	D: 17.9

#30 O=C(C[n+]1cccc(CNC(=O)c2ccc(OC(F)F)cc2)c1)Nc1cccc(C(F)(F)F)c1
  A: -6.9%	B: .	C: .	D: 67.5

The list goes on (three carried over from the part before).
Letters: A = ALOX12 inhib; B = IMPase inh; C = ALOX15B inhib; D = PNC assembly inh
#28 CCN(CC)S(=O)(=O)c1ccc(C(=O)NCCc2cc3c(OC)ccc(OC)c3[nH]c2=O)cc1
  A: -4.3%	B: 3.8	C: 12.0%	D: ?

#29 COc1ccc(S(=O)(=O)N(C)C)cc1NS(=O)(=O)c1ccc(F)c(F)c1F
  A: -4.7%	B: .	C: .	D: 17.9

#30 O=C(C[n+]1cccc(CNC(=O)c2ccc(OC(F)F)cc2)c1)Nc1cccc(C(F)(F)F)c1
  A: -6.9%	B: .	C: .	D: 67.5

#31 O=C(COC(=O)Cc1ccc(Cl)cc1Cl)Nc1ccccc1OC(F)F
  A: -3.6%	B: .	C: .	D: 0.6

#32 COC1=C(Nc2ccc(C)cc2)C(=O)c2ccccc2C1=O
  A: -2.6%	B: .	C: .	D: -8.8

#33 CCOC(=O)C(C(=O)Nc1cccc(C)c1)C1CCCCC1 (stereo not drawn)
  A: 0.4%	B: -3.1	C: -0.4%	D: ?

#34 COc1ccccc1NC(=O)C1=C(C)NC(SCC(=O)c2ccccc2)=C(C#N)C1c1ccco1 (stereo not drawn)
  A: -6.4%	B: -0.8	C: 9.4%[2.29 µM]	D: ?

#35 Cc1cc(=O)n(C)c(=O)n1CCCNc1ccccc1
  A: 1.6%	B: 2.4	C: -7.0%	D: 23.9

#36 CCCCCC/C=C\CCCCCCCc1cccc(O)c1C(=O)O
  A: -1.2%	B: .	C: ?	D: .

#37 Cc1ccc(Nc2nc(=O)[nH]nc2C)cc1
  A: 1.4%	B: -2.7	C: -3.5%	D: 27.2

#38 CCN(CC)S(=O)(=O)c1ccc(N2C(=O)Nc3ccccc3N2O)cc1
  A: 1.6%	B: .	C: .	D: 53.8

#39 Cc1nn(CC(=O)N2N=C(C(F)F)CC2(O)C(F)F)c(C)c1[N+](=O)[O-] (stereo not drawn)
  A: -0.1%	B: .	C: .	D: 21.2

#40 Cc1cc(C(=O)COc2ccccc2[N+](=O)[O-])c(C)n1-c1cccc(S(=O)(=O)N2CCOCC2)c1
  A: -1.1%	B: .	C: .	D: 100.6

#41 CCCCNc1c(N2CCN(C(=O)OCC)CC2)c(=O)c1=O
  A: 2.4%	B: -1.8	C: -0.8%	D: -12.5

#42 Nc1nnc(Cc2ccccc2)s1
  A: 3.0%	B: 0.2	C: -6.2%	D: 30.9

#43 O=C(Nc1ccccc1)c1ccc(S(=O)(=O)N(CCO)CCO)cc1
  A: -0.8%	B: -4.3	C: -0.5%	D: -19.2

#44 CCOC(=O)C1=C(C)C(c2ccccc2OC)NC(=S)N1 (stereo not drawn)
  A: -8.7%	B: 10.3	C: -25.7%	D: ?

#45 CCOc1cc(/C=C(/C#N)C(=O)Nc2ccc(O)cc2)cc(Br)c1O
  A: -13.0%	B: 15.4	C: -21.9%	D: ?

#46 COCCn1c(Sc2nc(C)cs2)nc2c1c(=O)[nH]c(=O)n2C
  A: 4.1%	B: ?	C: -10.6%[11.4 µM]	D: 20.9

#47 CC(C)CCNC(=O)C1CCC(=O)N1C(C)C (stereo not drawn)
  A: 0.0%	B: -8.3	C: -8.4%	D: -29.7

#48 CN(C)c1ccccc1CN1CCCN(Cc2ccccc2N(C)C)C1c1ccncc1
  A: 2.5%[11.4 µM]	B: .	C: 34.6%[activator][11.4 µM]	D: .

#49 COc1cc(NC(=O)C2CCN(S(=O)(=O)c3cccc4nonc34)CC2)cc(OC)c1
  A: -5.4%	B: 11.2	C: -1.4%	D: ?

#50 Cc1cccc(C)c1NC(=O)CCCSc1nnnn1C
  A: -1.4%	B: -2.4	C: 13.2%	D: 10.1

Three compounds drawn at random from the list so far:
Letters: A = ALOX12 inhib; B = IMPase inh; C = ALOX15B inhib; D = PNC assembly inh
#47 CC(C)CCNC(=O)C1CCC(=O)N1C(C)C (stereo not drawn)
  A: 0.0%	B: -8.3	C: -8.4%	D: -29.7

#43 O=C(Nc1ccccc1)c1ccc(S(=O)(=O)N(CCO)CCO)cc1
  A: -0.8%	B: -4.3	C: -0.5%	D: -19.2

#49 COc1cc(NC(=O)C2CCN(S(=O)(=O)c3cccc4nonc34)CC2)cc(OC)c1
  A: -5.4%	B: 11.2	C: -1.4%	D: ?

(further entries)
Letters: A = ALOX12 inhib; B = IMPase inh; C = ALOX15B inhib; D = PNC assembly inh
#51 Cc1nnc(SCC(=O)Nc2sccc2C(N)=O)n1Cc1ccccc1
  A: -8.0%	B: -3.0	C: 1.3%	D: ?

#52 COc1ccccc1NC(=O)C(CC(C)C)NC(=O)C1CCCCC1 (stereo not drawn)
  A: 4.3%	B: 5.5	C: 0.6%	D: -14.9

#53 CC(=O)Nc1ccc(S(=O)(=O)Nc2cc(C)c(-n3nc4ccccc4n3)cc2O)cc1
  A: -27.6%	B: ?	C: -10.7%	D: -15.4

#54 CCNC(=S)Nc1scc(-c2ccccc2)c1C(=O)OCC
  A: ?	B: .	C: .	D: 2.2

#55 O=C(NCc1ccccc1Cl)c1ccc(-c2ccccc2)cc1
  A: -2.2%	B: .	C: .	D: ?

#56 CCOc1ccc(N(CC(=O)Nc2ccc(C)c(C)c2)S(=O)(=O)c2c(C)noc2C)cc1
  A: -7.2%	B: -10.5	C: .	D: ?

#57 Cc1occc1C(=O)N=Nc1c(O)[nH]c2ccc(Br)cc12
  A: -3.2%	B: -1.1	C: .	D: -5.3

#58 CCCCCc1nnc(NC(=O)OCCC)s1
  A: 0.9%	B: -7.3	C: -5.7%	D: 1.5

#59 O=C(CSc1nnnn1C1CCCC1)Nc1cccc(NC(=O)c2ccco2)c1
  A: -5.8%	B: 3.4	C: -0.5%	D: 6.9

#60 CCCCCN1CSC(=S)N(Cc2ccccc2)C1
  A: 1.1%	B: .	C: .	D: 6.7

#61 CCC(=NCc1ccco1)c1c(C(F)(F)F)[nH]n(-c2nc3ccccc3s2)c1=O
  A: -21.8%	B: -7.0	C: 20.0%	D: 10.2

#62 Cc1[nH]c2ccccc2c1Cc1n[nH]c(=S)n1C
  A: -6.1%	B: -2.7	C: .	D: 3.0

#63 CCOC(=O)CSc1nc(C(C)C)nc2ccccc12
  A: -6.6%	B: ?	C: 6.4%	D: 2.1

#64 CN1C(=O)C(Cl)(Cl)C(=O)c2ccccc21
  A: -12.5%	B: .	C: .	D: 28.4

#65 N#Cc1c(-c2ccccc2)nc2n(c1=O)CCS2
  A: 1.1%	B: -2.7	C: -22.3%	D: ?

#66 CCCCc1nc(N2CCOCC2)c(C#N)c2c1CCCC2
  A: -3.0%	B: 4.8	C: -2.6%	D: 35.0

#67 CCOC(=O)c1[nH]c2ccc(F)cc2c1NC(=O)C(C)N1CCc2cc(OC)c(OC)cc2C1 (stereo not drawn)
  A: -2.3%	B: 8.0	C: -2.0%	D: -4.4

#68 CC(C)C1=C2OC(N)=C(C#N)C(C#N)=C2C(C)CC1 (stereo not drawn)
  A: -11.9%	B: 3.3	C: ?	D: 0.3

#69 CCOc1ccc(N2C(=O)c3ccccc3C2O)cc1 (stereo not drawn)
  A: -8.6%	B: -1.1	C: 0.7%	D: ?

#70 CCCn1nnc(NC(=O)c2cc3ccccc3o2)n1
  A: -0.9%	B: -6.7	C: -3.9%	D: ?

The list is partial; the hit share may differ from the screen's.
